KDM5B inhibitor: inhibitors of human KDM5B histone demethylase; Q9UGL1; KDM5B demethylase, FDH-coupled NADH fluorescence (FDH is formaldehyde dehydrogenase); Potency, µM (highest dose often 57.7 µM), without a hit: top-dose activity change, negative = inhibition, actives largely listed as inhibitors; 220,000 compounds, 2.6% hits; AID 1347165; active = well fitted inhibition curve with a large enough effect; inconclusive = small, poorly fitted or top-dose-only effect; inactive = no such curve, though single readings can be large or run the other way; also: 0% is about no effect; nearly all actives have a fitted effect of over 70% in size
Target sequence (Q9UGL1 whole entry, looked up): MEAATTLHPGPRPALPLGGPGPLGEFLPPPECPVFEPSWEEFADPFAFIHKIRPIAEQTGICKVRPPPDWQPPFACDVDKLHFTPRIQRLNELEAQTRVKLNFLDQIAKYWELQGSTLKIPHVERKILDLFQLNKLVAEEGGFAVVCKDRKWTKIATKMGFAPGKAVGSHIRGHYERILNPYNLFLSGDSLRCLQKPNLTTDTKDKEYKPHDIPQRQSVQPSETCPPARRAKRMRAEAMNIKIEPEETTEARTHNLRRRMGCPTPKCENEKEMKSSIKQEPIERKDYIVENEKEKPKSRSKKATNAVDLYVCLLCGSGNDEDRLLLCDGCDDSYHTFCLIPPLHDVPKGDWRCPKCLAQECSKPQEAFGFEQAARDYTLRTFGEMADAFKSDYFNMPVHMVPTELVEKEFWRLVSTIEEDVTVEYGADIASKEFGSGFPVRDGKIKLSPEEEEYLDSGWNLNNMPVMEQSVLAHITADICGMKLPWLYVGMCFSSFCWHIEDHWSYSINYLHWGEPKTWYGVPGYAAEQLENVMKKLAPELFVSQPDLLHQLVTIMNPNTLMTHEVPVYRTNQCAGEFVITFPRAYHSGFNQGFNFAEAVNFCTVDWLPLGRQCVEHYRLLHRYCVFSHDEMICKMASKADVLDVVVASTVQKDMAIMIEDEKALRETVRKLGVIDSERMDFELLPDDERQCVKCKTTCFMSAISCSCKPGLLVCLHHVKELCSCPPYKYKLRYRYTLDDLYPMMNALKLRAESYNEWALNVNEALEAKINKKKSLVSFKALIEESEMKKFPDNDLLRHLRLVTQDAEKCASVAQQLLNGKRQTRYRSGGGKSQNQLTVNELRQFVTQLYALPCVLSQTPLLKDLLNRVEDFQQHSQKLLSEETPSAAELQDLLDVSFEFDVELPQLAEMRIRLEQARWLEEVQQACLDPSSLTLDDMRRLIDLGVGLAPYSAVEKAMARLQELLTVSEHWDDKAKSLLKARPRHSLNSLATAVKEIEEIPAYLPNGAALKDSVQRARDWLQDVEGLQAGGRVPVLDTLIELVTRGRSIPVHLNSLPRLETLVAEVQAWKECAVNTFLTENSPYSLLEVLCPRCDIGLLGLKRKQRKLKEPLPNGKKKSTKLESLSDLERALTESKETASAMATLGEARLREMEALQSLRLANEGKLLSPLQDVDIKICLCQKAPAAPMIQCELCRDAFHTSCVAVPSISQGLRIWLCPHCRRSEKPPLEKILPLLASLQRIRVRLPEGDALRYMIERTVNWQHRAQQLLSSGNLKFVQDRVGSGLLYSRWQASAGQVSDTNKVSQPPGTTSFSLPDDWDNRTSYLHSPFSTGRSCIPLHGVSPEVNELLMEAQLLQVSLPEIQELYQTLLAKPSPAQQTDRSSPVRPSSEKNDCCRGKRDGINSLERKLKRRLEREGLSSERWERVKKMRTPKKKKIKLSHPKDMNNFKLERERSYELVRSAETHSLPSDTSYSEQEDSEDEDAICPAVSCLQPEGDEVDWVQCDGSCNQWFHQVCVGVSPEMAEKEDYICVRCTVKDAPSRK
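Coupled FDH/NAD⁺ fluorescence readout. KDM5BΔAP 200 nM final; compound titration, 10 min RT preincubation; substrate mix 12.5 µM H3K4me3, 25 µM 2-OG, 50 µM Fe(II), 100 µM ascorbate, 0.25 mM NAD⁺, 0.25 U/mL FDH; ΔRFU over 30 min.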
The depositor's hits bear a star; [ ] = another dose, or the depositor's remark. Potency is read from the fitted curve at half-maximal effect. This is a subset (hit frequency here may not be typical).

O=C(NC1CCN(Cc2ccccc2)C1)c1ccccc1-c1ncc(-c2ccccc2)o1 (stereo not given) was read as KDM5B inhibitor inconclusive.
For Nc1c(Cl)cc(NC(=O)CCc2ncc(-c3ccc(Cl)cc3)o2)cc1Cl the results were KDM5B inhibitor 16%.
Screening COCC1CN(C(C)=O)CC12CCN(C(=O)NCc1ccco1)CC2 (stereo not given) returned KDM5B inhibitor inconclusive.
O=C(c1cccnc1OC1CCN(S(=O)(=O)c2ccccc2)C1)N1CCCCC1 (stereo not given) was read as KDM5B inhibitor 22%.
For CCc1nc2cc(N3CCCC(C(=O)NCc4cccnc4)C3)cnc2nc1CC (stereo not given) the results were KDM5B inhibitor -31%.
Screening O=C1NC2(CCN(C(=O)c3cccnc3)C2)N=C1c1ccccn1 (stereo not given) returned KDM5B inhibitor inconclusive.
CCc1cccc(C)c1NC(=O)CSc1n[nH]c(-c2ccccc2)n1 was read as KDM5B inhibitor 7%.
For CC1C/C(=N/NC(=O)c2ccccc2)CC(C)(C)C1 (stereo not given) the results were KDM5B inhibitor 39%[activator].
Screening CCCCn1c(N)c(N(C)C(=O)C2=NN(c3cccc(C)c3)C(=O)CC2)c(=O)[nH]c1=O returned KDM5B inhibitor -4%.
CCCc1cc(=O)oc2c(C)c(OCC(=O)NCc3ccncc3)ccc12 was read as KDM5B inhibitor -27%.
Cc1cccc(-n2ncc(C(=O)N3CCN(c4ccc(C)cc4C)CC3)c2C2CCN(C(=O)OC(C)(C)C)CC2)c1 was read as KDM5B inhibitor 4%.
`CCCCNC(=O)C[C@H]1C[C@@]2(C(=O)OC)C(=C[C@H](C(C)C)O[C@@H]2C2CC2)N(Cc2ccc3c(c2)OCO3)C1=O` gave KDM5B inhibitor -4%.
CC(C)NC(=O)N1CCC2(CC1)C(=O)NCN2C(=O)Cc1ccccc1 was read as KDM5B inhibitor -17%[115 µM].
For CCc1nc(-c2c3n(c(=O)n(CC(=O)NCc4ccc(OC)cc4)c2=O)CCCC3)no1 the results were KDM5B inhibitor -11%.
Cc1ccc(SC(=O)COc2ccccc2Cl)cc1 was read as KDM5B inhibitor -22%.
COc1cccc(-c2nc(NCc3cccnc3)ncc2C(=O)O)c1 was read as KDM5B inhibitor inconclusive.
`Cc1ccc(C(=O)N2CCC[C@H]2c2nc(-c3ccccc3Cl)no2)cc1` gave KDM5B inhibitor -14%.
Screening CC1CCCCN1CCCNc1nc(-c2ccncc2)nc2ccccc12 (stereo not given) returned KDM5B inhibitor inconclusive.
`CC1(C)CC(NC(=O)CCNC(=O)c2ccc(C(C)(C)C)cc2)CC(C)(C)N1` gave KDM5B inhibitor -4%.
Screening CC(Oc1ccc2ccc(=O)oc2c1)C(=O)NCCc1ccc(S(N)(=O)=O)cc1 (stereo not given) returned KDM5B inhibitor inconclusive.
CCNc1c(NC(=O)c2cc(OC)c(OC)c(OC)c2)c(=O)oc2ccccc12 was read as KDM5B inhibitor 10%.
For CCOc1ccccc1C(=O)Nc1ccc(S(=O)(=O)Nc2ncccn2)cc1 the results were KDM5B inhibitor -1%.
For Cn1nc(CC(=O)Nc2ccc(Cl)cc2)c2ccccc2c1=O the results were KDM5B inhibitor 15%.
Screening CCCCOc1ccc2c(C)c(CC)c(=O)oc2c1 returned KDM5B inhibitor inconclusive.
Screening Cc1nc(N2CCCCC2)n(CC(=O)Nc2cccc(C(F)(F)F)c2)c(=O)c1C returned KDM5B inhibitor 24%.
`COc1cc(NS(=O)(=O)c2cccc(Cl)c2C)cc2sc(NC(=O)c3ccccc3)nc12` gave KDM5B inhibitor inconclusive.
For Clc1ccc(NN=C2c3ccccc3-c3ccccc32)cc1 the results were KDM5B inhibitor -3%.
For COC(=O)N1CCCC(c2nn(-c3ccccc3)c(=O)[nH]2)C1 (stereo not given) the results were KDM5B inhibitor -11%[86.2 µM].
`Cc1cnn(C2(C(=O)O)CCN(S(=O)(=O)c3cnn(C)c3)CC2)c1` gave KDM5B inhibitor 48%[activator].
Cc1ccc(NC(=O)C(C)Sc2nc3cc(S(=O)(=O)N4CCCCC4)ccc3o2)cc1 (stereo not given) was read as KDM5B inhibitor 4%.
For COc1ccc(C(=O)NC2CCN(c3cc(C(F)(F)F)ncn3)CC2)c(C)c1 the results were KDM5B inhibitor -14%.
Screening O=[N+]([O-])c1cccc(-c2ccn[nH]2)c1 returned KDM5B inhibitor 16%.
Cc1cccc(NC(=O)Cc2nc(-c3c[nH]c(C(=O)N4CCCC4)c3)cs2)c1 was read as KDM5B inhibitor 13%.
`CC(C)Cc1nc(CN2CCn3nc(C(O)c4ccnn4C)cc3C2)no1` (stereo not given) gave KDM5B inhibitor -17%.
O=C1CCc2cc(S(=O)(=O)N(Cc3ccccc3)c3ccccc3)cc3c2N1CCC3 was read as KDM5B inhibitor 6%.
Screening O=C(CSc1ncnc2ccccc12)Nc1ccc(F)cc1 returned KDM5B inhibitor inconclusive.
COc1cccc(-c2nc(SCc3cc(=O)n4c(C)csc4n3)n[nH]2)c1 was read as KDM5B inhibitor 7%.
For Cc1ccc(NC(=O)CCS(=O)(=O)c2ccc(Br)s2)c(Br)c1 the results were KDM5B inhibitor -4%.
Screening Cc1ccc(S(=O)(=O)N2CCCC(Cn3c(C)nc4cccnc43)C2)cc1F (stereo not given) returned KDM5B inhibitor -5%.
Screening O=C(c1ccc2c(c1)N(Cc1ccccc1)C(=O)c1ccccc1S2=O)N1CCC(Cc2ccccc2)CC1 (stereo not given) returned KDM5B inhibitor -19%.
For COc1ccccc1-c1[nH]nc2ncc(C(=O)Nc3cc(C)nn3C)nc12 the results were KDM5B inhibitor -22%[86.2 µM].
`Fc1ccc(CNC[C@H]2Cn3c(-c4ccc(Cl)cc4)cnc3CO2)cc1` gave KDM5B inhibitor -30%[86.2 µM].
CNC(=O)[C@H]1C[C@H](Oc2ccccc2)CN1S(=O)(=O)c1ccccc1 was read as KDM5B inhibitor 20%.
`COc1cccc(CNC(=O)c2cc(C3CC3)nc3onc(C)c23)c1` gave KDM5B inhibitor -8%.
Screening Cc1ccccc1-n1cc(-c2ccccc2)nc1SCC(=O)Nc1ccc(F)cc1 returned KDM5B inhibitor -17%.
Screening O=C(CC(=O)Nc1ccccc1C(F)(F)F)Nc1ccccc1C(F)(F)F returned KDM5B inhibitor 34%.
For CCCN(CC1CCOC1)C(=O)Nc1cccc(SC)c1 (stereo not given) the results were KDM5B inhibitor 13%.
Screening CCOc1ccccc1NC(=O)c1nc(-c2ccccc2)oc1C returned KDM5B inhibitor 19%.

The list goes on, overlapping the part above by 2 compounds.
For CCCN(CC1CCOC1)C(=O)Nc1cccc(SC)c1 (stereo not given) the results were KDM5B inhibitor 13%.
Screening CCOc1ccccc1NC(=O)c1nc(-c2ccccc2)oc1C returned KDM5B inhibitor 19%.
CCOc1cccc2sc(N(Cc3cccnc3)C(=O)C3CCCCC3)nc12 was read as KDM5B inhibitor inconclusive.
`COc1ccc(-c2nc3c(c(SCc4cc(C)ccc4C)n2)Cc2c(CO)cnc(C)c2O3)cc1` gave KDM5B inhibitor 2%.
Screening Nc1nccnc1C(=O)NCc1ccc(Cn2cnc3ccccc32)cc1 returned KDM5B inhibitor inconclusive.
`CCc1ccc(Cc2cnc(NC(=O)C3=Cc4ccccc4OC3)s2)cc1` gave KDM5B inhibitor -16%.
Screening Cc1ccc(C)c(N2CCN(S(=O)(=O)c3ccc4c(c3)CCCN4C(=O)C3CCC3)CC2)c1 returned KDM5B inhibitor 1%.
`Cc1ccc(-c2nc(NCCN3CCOCC3)c3ccccc3n2)cc1` gave KDM5B inhibitor -23%.
O=C(NC(C1CC1)C1CC1)c1cccc(Cl)c1 was read as KDM5B inhibitor 25%.
Screening CN(c1ccc(Cl)cc1)S(=O)(=O)c1nnc(NC(=O)C2CCCCC2)s1 returned KDM5B inhibitor 1%.
Screening CC1CCCC(NC(=O)CSC2=Nc3ccccc3C3CC=NN23)C1C (stereo not given) returned KDM5B inhibitor 71%[activator].
`COCCC(=O)NC1CCN(c2cnn(CC3CC3)c(=O)c2)CC1` gave KDM5B inhibitor -7%.
Screening CCOC(=O)c1cc2cc(Oc3ccccc3)ccc2[nH]1 returned KDM5B inhibitor inconclusive.
O=C(c1ccc(F)c(Cl)c1)N1CCC2(CC1)CN(C1CCC1)CC2CO (stereo not given) was read as KDM5B inhibitor -10%.
CNC(=O)[C@H]1C[C@H](Oc2ccccc2)CN1C(=O)c1cccc(C)c1 was read as KDM5B inhibitor 23%.
`CC1CCN(c2oc(-c3ccco3)nc2S(=O)(=O)c2ccccc2)CC1` gave KDM5B inhibitor -3%.
Screening Cc1ccc(-c2noc(CN(C(=O)c3ccc4c(c3)OCO4)C(C)C)n2)cc1 returned KDM5B inhibitor 5%.
N#CCC(=O)Nc1ccc(C(=O)OCc2ccc(Br)cc2F)cc1 was read as KDM5B inhibitor -5%.
`COc1cc(C(=O)OCC(=O)c2ccc(F)cc2F)cc(Cl)c1O` gave KDM5B inhibitor -12%.
`CCN(CCNC(=O)CS(=O)(=O)Cc1nc(-c2ccc(C)cc2)oc1C)c1ccccc1` gave KDM5B inhibitor -27%.
Cc1cc(C)c2nc(N(Cc3cccnc3)C(=O)c3ccc(S(=O)(=O)N(C)C)cc3)sc2c1 was read as KDM5B inhibitor -1%.
`O=C(Nc1ccccc1Cl)N1CCC(CN2CCCCC2)CC1` gave KDM5B inhibitor inconclusive.
For Cc1ccc(Cl)cc1NC(=O)C1CCN(c2nc3ccccc3n3cccc23)CC1 the results were KDM5B inhibitor -18%.
Cc1ccc(NC(=O)C2CCCC2)cc1 was read as KDM5B inhibitor 10%.
For S=C(Cc1nc(-c2ccccc2)cs1)N1CCOCC1 the results were KDM5B inhibitor -14%.
For O=C(Cn1nc2c(cc1=O)CCCCC2)N1CC=C(c2c[nH]c3ccccc23)CC1 the results were KDM5B inhibitor 18µM*.
`Cc1noc(-c2cccc(OC3CN(C(=O)c4cccc5[nH]ccc45)C3)c2)n1` gave KDM5B inhibitor 28µM*.
`CCNC(=O)N1CCCC1c1noc(CCC(=O)NCc2cccc(C(F)(F)F)c2)n1` (stereo not given) gave KDM5B inhibitor -3%.
Screening CC(=O)c1ccc(NC(=O)Cn2cc(S(=O)(=O)Cc3cccc(Cl)c3)c3ccccc32)cc1 returned KDM5B inhibitor -21%.
Screening COC(=O)C1CN(Cc2cn(CCOC(C)=O)nn2)CCS(=O)(=O)N1Cc1ccc(OC)cc1 (stereo not given) returned KDM5B inhibitor 17%.
For CC(C)[C@]1(O)CN(S(=O)(=O)c2ccc3c(c2)CCC(=O)N3)C[C@H]1C the results were KDM5B inhibitor 3%.
Cn1nc(CC(=O)NCc2ccccc2CN2CCCCC2)c2ccccc2c1=O was read as KDM5B inhibitor 4%.
O=C(O)C1CC(=O)N(c2ccc(S(=O)(=O)Nc3cc(F)cc(F)c3)cc2)C1 (stereo not given) was read as KDM5B inhibitor 17%.
CC1Oc2ccc(NC(=O)c3cccs3)cc2CN(Cc2ccccc2)C1=O (stereo not given) was read as KDM5B inhibitor -24%.
Cc1ccc2nc(-c3ccc(N/C(N)=N/c4nc(C)cc(C)n4)cc3)sc2c1 was read as KDM5B inhibitor inconclusive.
CC(=O)N(C)N(C)c1cc(C)nc(N)n1 was read as KDM5B inhibitor -4%.
Screening Cc1cc(=O)oc2cc(OCC(=O)OCC(=O)Nc3ccc(C(F)(F)F)cc3)ccc12 returned KDM5B inhibitor 271%[activator].
`C=CCNC(=O)C1N(C(C)C)C(=O)C12CCCC2` (stereo not given) gave KDM5B inhibitor -1%.

The closing 2 entries of the section before are carried over, then new ones follow.
Screening Cc1cc(=O)oc2cc(OCC(=O)OCC(=O)Nc3ccc(C(F)(F)F)cc3)ccc12 returned KDM5B inhibitor 271%[activator].
`C=CCNC(=O)C1N(C(C)C)C(=O)C12CCCC2` (stereo not given) gave KDM5B inhibitor -1%.
Screening Cc1ccc(C)c(NC(=O)CN(C)C(=O)c2cccc(Oc3ccccc3)c2)c1 returned KDM5B inhibitor 1%.
Screening COC[C@H]1CCCN1Cc1nc(C2(O)CCN(Cc3ccccc3O)CC2)cs1 returned KDM5B inhibitor -3%[86.2 µM].
Screening CC(=O)NC(=S)NNC(=O)c1ccc(-c2ccccc2)cc1 returned KDM5B inhibitor inconclusive.
Screening CN(C)c1cc(N2CCCC(NC(=O)Cc3ccsc3)C2)ncn1 (stereo not given) returned KDM5B inhibitor -4%.
COc1ccc(CNC(=S)NCC(C)N2CCCCC2C)cc1 (stereo not given) was read as KDM5B inhibitor 5%.
Cc1nc(CC#N)n[nH]1 was read as KDM5B inhibitor 9%.
`COCCn1c(=O)n([C@H]2CCCN(C(=O)c3cc(F)ccc3F)C2)c2ncccc21` gave KDM5B inhibitor -15%.
Cc1ccc(NC(=O)Cn2c(-c3ccc(F)cc3)nc(C)c(CCO)c2=O)c(C)c1 was read as KDM5B inhibitor 17%.
For COc1ccc(-n2c(SCC(=O)Nc3ccc(C(N)=O)cc3)nc3ccccc3c2=O)cc1 the results were KDM5B inhibitor 6%.
`CNCc1cccc(Oc2ccccc2)c1` gave KDM5B inhibitor -16%[149 µM].
For CCOc1ccc2c(c1)cc(C(=O)NCc1ccc(C)cc1)n2C the results were KDM5B inhibitor 4%.
Screening O=C(Nc1ccc(SCc2cccnc2)cc1)C1CC2CCC(C1)C21SCCS1 (stereo not given) returned KDM5B inhibitor 17%.
For CCOCCOC(=O)COc1ccc2c(=O)c(Oc3ccccc3Br)coc2c1 the results were KDM5B inhibitor 11%.

Sorted by length of the SMILES (low to high): some entries from above.
COc1ccc(CNC(=S)NCC(C)N2CCCCC2C)cc1 (stereo not given) was read as KDM5B inhibitor 5%.
Screening CC(=O)NC(=S)NNC(=O)c1ccc(-c2ccccc2)cc1 returned KDM5B inhibitor inconclusive.
Screening COC[C@H]1CCCN1Cc1nc(C2(O)CCN(Cc3ccccc3O)CC2)cs1 returned KDM5B inhibitor -3%[86.2 µM].
`COCCn1c(=O)n([C@H]2CCCN(C(=O)c3cc(F)ccc3F)C2)c2ncccc21` gave KDM5B inhibitor -15%.
